STAT3 act – activators of IL-6 induced STAT3 signaling; activation (% of control), % at 5.6 µM; AID 871; U3A cells, IL-6 STAT3-luciferase reporter, luminescence; 100% = signal with IL-6 EC80 alone; actives 0.91% (n = 190,000);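 active means activation above the screen-wide mean of compound activation plus 3 SD, cut at about 130% in these data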;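 further: 0% = background luminescence of wells with medium and substrate only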
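Material: STAT3-luciferase reporter U3A cells; Probe or stimulus: IL-6 (33 ng/mL); Incubation: compound pre-incubation 1 h before IL-6, then 6 h stimulation at 37 °C; Technique: luminescence from STAT3-driven luciferase reporter; Evaluation: % activation versus median of IL-6-stimulated wells; Controls: IL-6-only high control.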
STAT3 inh – reduces IL-6 driven STAT3 reporter signal; U3A cells, IL-6 STAT3-luciferase reporter, luminescence; host cell line lacks STAT1; inhibition, % at 5.5 µM; actives 0.89% (n = 190,000); AID 862;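 active means inhibition above the mean inhibition across all screened compounds plus 3 SD, cut at about 44% in these data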;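 further: 0% = DMSO only wells and 100% = 100 µM nifuroxazide control wells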
NF-kB expr up – NF-kB expression increase, human neuronal cells; NF-kB reporter expression; active compounds read high; fold change at 12.5 µM; actives 1.6% (n = 190,000); AID 1239; in the data active means fold change above about 3.3
FLuc inh counter – Photinus pyralis luciferase inhibition counter-screen | P08659 | ATPLite firefly luciferase biochemical luminescence, 10 min | inhibition, % at 10 µM | actives 1.5% (n = 200,000);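 active means inhibition above about 50% when tested at 10 µM, limit read from the data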
Target sequence (P08659 whole entry, looked up): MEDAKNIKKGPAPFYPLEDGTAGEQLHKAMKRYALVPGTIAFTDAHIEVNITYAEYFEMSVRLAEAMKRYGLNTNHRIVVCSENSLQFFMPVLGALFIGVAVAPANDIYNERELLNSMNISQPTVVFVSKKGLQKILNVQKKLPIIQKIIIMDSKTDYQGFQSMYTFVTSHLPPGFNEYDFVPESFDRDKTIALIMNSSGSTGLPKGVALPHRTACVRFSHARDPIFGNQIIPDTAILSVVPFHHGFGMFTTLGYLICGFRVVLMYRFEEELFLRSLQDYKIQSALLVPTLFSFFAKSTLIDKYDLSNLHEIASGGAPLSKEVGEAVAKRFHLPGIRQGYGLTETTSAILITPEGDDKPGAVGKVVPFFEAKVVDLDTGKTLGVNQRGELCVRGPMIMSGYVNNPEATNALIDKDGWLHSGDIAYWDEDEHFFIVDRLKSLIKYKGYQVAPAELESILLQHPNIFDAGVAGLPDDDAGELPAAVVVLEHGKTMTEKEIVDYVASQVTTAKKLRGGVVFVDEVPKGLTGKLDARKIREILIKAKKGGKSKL
RAM inhibit – inhibitors of the yeast RAM network | S. cerevisiae dse1pr::URA3 reporter, 5-FOA growth OD615, 2 d; analog-sensitive cbk1-as2 kinase mutant strain | inhibition, % at 50 µM | actives 1.8% (n = 190,000) | AID 868;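 active means inhibition above a set limit, 3 SD over mean compound inhibition, cut at about 8.4% in these data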;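 further: 0% = DMSO-only wells with no growth and 100% = 10 µM 1-NA-PP1 full growth; inhibition rescues growth on 5-FOA so higher OD means more RAM inhibition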
Hsp70 act – switches on Hsp70 transcription. activation, % at 10 µM. AID 1203. HeLa Hsp70 promoter luciferase reporter, luminescence; scaled: vehicle 0, proteasome-inhibitor control 100%. actives 0.04% (n = 200,000);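 active means activation above the mean across all tested compounds plus 3 SD, cutoff set per campaign, cut at about 5.5% in these data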;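 further: 100% = MG132 at 30 µM as the positive control and 0% = DMSO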
APP 5UTR inh – APP translation inhibition | actives 0.82% (n = 190,000) | SH-SY5Y APP 5'UTR-luciferase reporter, luminescence | inhibition, % at 2 µM;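 active means inhibition above a set limit, derived from the sample mean plus 3 SD, cut at about 45% in these data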; further: values of inactives mirror those of a sister screen read the other way
STAT1 blocker – reduces IFN-gamma driven STAT1 reporter signal; NIH 3T3 STAT1-luciferase reporter, luminescence; inhibition, % at 5.5 µM; actives 0.35% (n = 200,000);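 active means inhibition above a set limit, the mean inhibition across all tested compounds plus 3 SD, cut at about 34% in these data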;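 further: 0% = IFN-gamma with DMSO and 100% = IFN-gamma with 300 µM nifuroxazide; values of inactives mirror those of a sister screen read the other way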
STAT1 act – activators of IFN-gamma induced STAT1 signaling; NIH 3T3 STAT1-luciferase reporter, luminescence; 100% = IFN-gamma alone, no compound; activation (% of control), % at 5.5 µM; actives 2.6% (n = 200,000); AID 932;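 active means activation above the screen-wide mean activation plus 3 SD, cut at about 130% in these data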;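 further: raw ratio to IFN-gamma control signal so 100% means no change and 0% no light; values of inactives mirror those of a sister screen read the other way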
APP 5'UTR act – APP 5'UTR luciferase reporter activation; SH-SY5Y APP 5'UTR luciferase reporter, luminescence; zero percent = DMSO vehicle wells; actives 1% (n = 190,000); activation, % at 2 µM;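 active means activation above a set limit, based on mean plus 3 SD of controls, cut at about 140% in these data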; further: values of inactives mirror those of a sister screen read the other way
* = called active by the depositor.

structure | STAT3 act | STAT3 inh | NF-kB expr up | FLuc inh counter | RAM inhibit | Hsp70 act | APP 5UTR inh | STAT1 blocker | STAT1 act | APP 5'UTR act
CCOC(=O)C1(CCOc2ccccc2)CCN(Cc2cccc(-n3cccn3)c2)CC1 | 95 | 9 | 0.57 | -9 | 2.1 | -0.2 | 7 | 8 | 91 | -7
O=C(Nc1cccc(Cl)c1)NC1CC2CCC(C1)N2Cc1cccs1 (stereo unspecified) | 111 | -10 | 1 | -6 | 2.1 | -0.2 | -1 | -1 | 99 | 1
O=C(CCCCCNC(=O)c1ccccc1)N=Nc1c(O)[nH]c2c(Br)cc(Br)cc12 | 109 | -3 | 0.67 | 3 | 5.6 | -0.1 | 13 | -1 | 100 | -13
O=C(CCN1C(=O)c2ccccc2C1=O)NC(=S)Nc1ccccc1Cl | 92 | 12 | 1.6 | -7 | 0.3 | -0.1 | -6 | -10 | 109 | 6
COc1ccc(-n2cccc2C=O)cc1OC | 95 | 8 | 1.1 | -2 | 1.7 | -0.1 | 2 | 4 | 96 | -2
O=C(N/N=C/c1ccc(OC(=O)c2ccccc2)c([N+](=O)[O-])c1)c1ccc(O)cc1 | 95 | 2 | 1.1 | -1 | 5.3 | -0.1 | -19 | 10 | 91 | 19
Cc1ccccc1CN(CC1CCC(C(=O)O)CC1)C(=S)Nc1ccccc1F (stereo unspecified) | 106 | 5 | 0.88 | -6 | 2.2 | 0.0 | -21 | 3 | 96 | 21
O=C(Cn1nc(-c2ccccc2)ccc1=O)NCc1ccc(F)cc1 | 104 | 8 | 0.9 | -10 | 1.0 | 0.2 | -4 | -16 | 114 | 4
COc1ccc(NC(=O)c2cc3c(=O)n4ccccc4nc3n2C)c(OC)c1 | 88 | 20 | 1.3 | 0 | -0.1 | 0.0 | -21 | -9 | 107 | 21
O=S(=O)(Nc1ccc(O)c(Sc2nc3ccccc3s2)c1)c1ccc(F)cc1 | 106 | -10 | 0.91 | -5 | 8.9* | -0.3 | -20 | -4 | 104 | 20
Cc1ccccc1-c1nc(CS(=O)(=O)CC(=O)Nc2cc(F)ccc2F)c(C)o1 | 105 | -6 | 0.8 | 0 | 1.8 | -0.2 | -23 | -2 | 103 | 23
COCCn1cc(C(=S)N2CCOCC2)c2ccccc21 | 97 | 4 | 1.3 | -1 | 1.5 | -0.3 | 9 | 4 | 97 | -9
CCOC(=O)c1cc2c(ccn2C)n1Cc1ccccc1C | 105 | -3 | 1.1 | -12 | 2.7 | -0.1 | -1 | -5 | 105 | 1
COc1cccc(N2CC(O)=C(c3nc4ccccc4c(=O)[nH]3)C2=N)c1 | 98 | 3 | 1.3 | -4 | 1.7 | -0.2 | 93* | -11 | 102 | -93
Cc1ccc(NC(=S)NNC(=O)c2nn(C)cc2Cl)cc1 | 97 | 11 | 1.8 | 25 | 0.7 | 0.3 | -37 | 5 | 96 | 37
CCOc1ccccc1NS(=O)(=O)c1ccc(OC)c(OC)c1 | 101 | -1 | 1 | -8 | 0.1 | -0.3 | 14 | 6 | 94 | -14
CCN(CC)C(=O)C1CCCN(Cc2ccc(OC)c(C)c2C)C1 (stereo unspecified) | 96 | 11 | 0.94 | -1 | 0.3 | 0.0 | 20 | 2 | 99 | -20
Cc1ccc(S(=O)(=O)NCc2cn3ccsc3n2)c(C)c1 | 107 | -4 | 1.2 | -2 | -0.8 | -0.2 | -2 | 6 | 94 | 2
CCOC(=O)c1csc(NC(C)=O)n1 | 103 | -2 | 1.3 | 4 | 1.4 | -0.4 | -8 | -3 | 102 | 8
O=C(Nc1cccc2ccccc12)/C(Cl)=C/c1ccccc1 | 90 | 20 | 1.3 | 10 | 5.4 | -0.1 | -16 | -14 | 108 | 16
CCC(C)n1cnc2c(c1=O)c1nc3ccccc3nc1n2-c1ccc2c(c1)OCCO2 (stereo unspecified) | 79 | 30 | 1.2 | -8 | 3.8 | -0.1 | 2 | 7 | 94 | -3
COc1cc(NC(=O)c2cccc(C)c2)c(OC)cc1NC(=O)CN1CCCCC1 | 92 | 11 | 0.9 | -3 | 0.0 | -0.1 | -9 | -8 | 105 | 9
Cc1cc(C)c(C#N)c(SCS(=O)c2ccc(C(C)(C)C)cc2)n1 (stereo unspecified) | 101 | 2 | 0.78 | 6 | 2.3 | -0.3 | -34 | 5 | 95 | 34
CCN1CCN(CC(=O)Nc2cc(F)ccc2C)CC1 | 102 | -4 | 0.89 | -6 | -0.3 | -0.4 | 17 | -9 | 108 | -17
C=CCN1C(=O)C(O)(CC(=O)c2ccccc2)c2ccccc21 (stereo unspecified) | 108 | -6 | 0.98 | -3 | -0.9 | 0.0 | 1 | -2 | 102 | -1

The listing continues:
structure,STAT3 act,STAT3 inh,NF-kB expr up,FLuc inh counter,RAM inhibit,Hsp70 act,APP 5UTR inh,STAT1 blocker,STAT1 act,APP 5'UTR act
COc1cccc2c(=O)n(CC(=O)Nc3ccccc3F)ccc12,100,8,1.1,-1,1.1,0.2,-5,-6,106,5
CN1CCN(S(=O)(=O)c2ccc(Sc3nnc(-c4cccs4)n3-c3ccccc3)nc2)CC1,97,3,1.1,-10,-1.0,-0.4,8,1,99,-8
COc1ccccc1NC(=O)N1CCCC1C(=O)NCC1CCCO1 (stereo unspecified),108,-1,0.98,-1,1.5,0.5,-11,-8,107,11
NC(=O)c1ccccc1N/C=C/C(=O)c1ccc(Cl)cc1Cl,49,62*,5.9*,96*,1.6,-0.3,-174,-23,121,174*
Cc1ccc(S(=O)(=O)Nc2ccccc2/C=N/c2nc3ccccc3n2C(C)C)cc1,97,8,1.1,-10,0.0,-0.3,16,4,97,-16
Nc1ccc(N2CCOCC2)c(Cl)c1,98,5,1.4,-2,0.0,-0.3,-29,5,96,29
Cc1ccc(Cn2c(SCCN3CCCCC3)nc3c2c(=O)[nH]c(=O)n3C)cc1,91,16,0.96,-6,3.0,0.4,-5,-1,101,5
Cc1nn(Cc2ccccc2Cl)c(Cl)c1/C=C/C(=O)OCC(=O)NC(N)=O,97,7,0.89,-5,1.8,-0.2,2,0,100,-2
CC1CCN(C(=O)C2CCN(CCCc3ccccc3)CC2)CC1,103,1,0.81,0,0.9,-0.2,-3,9,93,3
COc1ccccc1CNCC(=O)Nc1ccccc1-n1cccc1,92,14,1.1,3,2.6,-0.1,10,8,91,-10
Cc1cc(C)nc(/N=C(\N)Nc2cc([N+](=O)[O-])ccc2C)n1,97,8,1.1,-9,0.1,-0.1,11,2,98,-11
O=C(COc1ccc(-c2nnc(N3CCCCC3)c3ccccc23)cc1)N1CCCCC1,85,20,0.97,-2,2.5,-0.3,-5,11,90,5
CCCOc1ccc(CN(CCC#N)C(=S)NC(=O)c2ccccc2)cc1,95,4,0.8,9,2.2,-0.1,7,1,99,-7
Cc1cc(CSc2ccccc2)ccc1NC(=O)c1ccc(C)c([N+](=O)[O-])c1,103,0,0.9,-2,6.1,-0.1,9,1,99,-9
CC(=O)c1c(C)nc2ccc(Cl)cn12,100,5,1.2,-9,-0.3,-0.1,17,4,96,-17
CN1CCN(NC(=O)c2ccc(Cl)s2)CC1,101,4,1.4,-5,0.5,-0.3,-4,-4,101,4
O=C1S/C(=C\c2ccc(N3CCOCC3)o2)C(=O)N1Cc1ccc(F)cc1,103,-3,2,1,0.5,-0.4,-17,5,96,17
CCNC(=S)NNC(=O)c1csc(CC)c1,100,4,1.3,-7,0.7,0.5,9,-7,105,-9
CCOc1cc(NC(=O)CCl)c(OCC)cc1NC(C)=O,104,-3,2.7,-7,2.1,-0.1,5,8,93,-5
CCOC(=O)c1c(O)c2ccccc2n(C)c1=O,117,-18,1.1,1,-1.0,-0.2,-22,-1,100,22

More entries:
structure,STAT3 act,STAT3 inh,NF-kB expr up,FLuc inh counter,RAM inhibit,Hsp70 act,APP 5UTR inh,STAT1 blocker,STAT1 act,APP 5'UTR act
COc1ccc(-c2ccnc(SCC(=O)c3ccc(OC)c(OC)c3)n2)cc1,104,-2,1.1,-3,4.7,-0.2,-17,6,95,17
O=C(O)CSCc1cnn(-c2ccccc2)c1-n1cccc1,103,0,1.2,-8,2.9,0.0,-8,-8,107,8
O=C(NC1CCCCCC1)c1c(O)c2ccccc2[nH]c1=O,94,10,2.5,42,0.5,0.2,-8,-45,141*,8
CCN(CC)CCC(C)OC(c1ccccc1)c1ccccc1 (stereo unspecified),107,-1,1.2,-4,-0.5,-0.1,-4,0,98,3
CCN(c1ccccc1)S(=O)(=O)c1ccc(C(=O)Nc2nnc(COC)o2)cc1,103,-1,0.93,-1,1.1,-0.1,7,4,96,-7
CN1CCN(CCCC(=O)c2ccc(F)cc2)CC1,98,4,1.6,-8,0.1,-0.4,-3,3,97,3
CC1CCN(S(=O)(=O)c2cccc(S(=O)(=O)N3CCOCC3)c2)CC1,87,21,0.92,3,1.1,-0.4,14,2,98,-14
COc1cccc(C(=O)NCCC2=CCCCC2)c1,96,12,3.3,26,-0.1,-0.2,-153,-24,122,153*
CC(C)OC(=O)CSc1nnc(-c2ccc(Cl)cc2Cl)n1N,97,6,1.2,-2,0.8,-0.2,2,5,95,-2
Cc1ccc(NC(=O)/C(=C\c2cccnc2)NC(=O)c2ccco2)cc1,105,1,1.1,-2,0.1,-0.5,15,-4,104,-15
COc1ccc(NC(=O)/C(=C\c2cccnc2)NC(=O)c2cccs2)cc1,97,-2,0.97,-1,1.1,-0.3,-15,1,99,15
Cn1nc(C(F)(F)F)c(C(=O)Nc2ccc(F)cc2F)c1Sc1ccc(C(F)(F)F)cc1,108,-4,1.1,-4,6.1,0.0,1,-1,100,-1
Cc1noc(C)c1S(=O)(=O)N1CCCC(C(=O)Nc2ccc(Cl)cn2)C1 (stereo unspecified),98,13,0.92,-8,4.1,-0.3,19,2,98,-19
O=C(NN1C(=O)CSC1=S)C(=O)NN1C(=O)CSC1=S,97,4,1.1,-2,1.7,-0.3,10,4,97,-10
CS(=O)(=O)n1nc(-c2ccc(Cl)cc2)nc1N,92,12,1.4,-3,3.1,-0.3,-29,-6,103,29
CCCCOCP(=O)(CCCC)COCCCC,100,0,1.2,-5,3.5,-0.2,-2,8,93,2

Bioassay records (PubChem BioAssay)
